MOR-DOR ag: OPRM1-OPRD1 heterodimerization agonism; P35372+P41143; cells, luminescence; activation, % at 9.3 µM; 340,000 tested, 0.3% active; AID 504326; in the data active means activation above about 18%;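 further: 0% = vehicle-treated cells and 100% = reference agonist; values of inactives mirror those of a sister screen read the other way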
Pemphigus Ab inh: human desmoglein-3 autoantibody binding inhibition. binding (percent of control), % at 10 µM. P32926. 310,000 tested, 0.48% active. DSG3-coupled beads, scFv-anti-DSG3-GFP binding, flow cytometry; stronger effect = lower value;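 active means binding more than 3 SD below its plate's average and above zero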;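 further: hits lower antibody fragment binding to DSG3; some compounds called inactive have numbers as strong as hits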
Arrestin-AP2 inh: human beta-arrestin and AP2 interaction inhibition; FITC-arrestin peptide / GST-AP2 beads, flow cytometry; AP2 beta2 appendage carries R879A mutation; inhibition, % at 10 µM; 340,000 tested, 0.31% active;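 active means inhibition above a set limit, near 3 SD of compounds lacking own fluorescence, cut at about 54% in these data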;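 further: plate controls were DMSO wells for no effect and 5 µM unlabelled arrestin peptide for full effect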
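Material – AP2 appendage R879A on GSH beads · Buffer or medium – PBS with 0.05% Tween 20 and 0.1% BSA · Probe or stimulus – fluorescein-tagged arrestin peptide at 50 nM final · Incubation – compound with beads 12 min RT, then probe 1 h RT · Detection – high-throughput flow cytometry of beads, ex 488, em 535 nm · Evaluation – percent response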
V-ATPase pHluor: alters yeast V-ATPase proton transport. response, % at 10 µM. 350,000 tested, 0.37% active. S. cerevisiae, pHLuorin cytosolic pH fluorescence; in the data active means response mostly above about 7.3%, no sharp cut-off; inactive means mostly below about 5.4%; further: actives read high; inactives centre near 0; some compounds called inactive have numbers as strong as hits; reference of the scale not given here
HTR5A inv ctr: inverse agonist of human HTR5A in OPRM1-OPRD1 counter-screen; P47898; HTR5A cell line, luminescence, inverse agonism; inhibition, % at 9.3 µM; 340,000 tested, 0.083% active; AID 504634; in the data active means inhibition mostly above about 23%, no sharp cut-off; inactive means mostly below about 18%;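 further: 0% = cells with DMSO and 100% = no-cell wells with DMSO; some compounds called inactive have numbers as strong as hits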
Target sequence (P47898 whole entry, looked up): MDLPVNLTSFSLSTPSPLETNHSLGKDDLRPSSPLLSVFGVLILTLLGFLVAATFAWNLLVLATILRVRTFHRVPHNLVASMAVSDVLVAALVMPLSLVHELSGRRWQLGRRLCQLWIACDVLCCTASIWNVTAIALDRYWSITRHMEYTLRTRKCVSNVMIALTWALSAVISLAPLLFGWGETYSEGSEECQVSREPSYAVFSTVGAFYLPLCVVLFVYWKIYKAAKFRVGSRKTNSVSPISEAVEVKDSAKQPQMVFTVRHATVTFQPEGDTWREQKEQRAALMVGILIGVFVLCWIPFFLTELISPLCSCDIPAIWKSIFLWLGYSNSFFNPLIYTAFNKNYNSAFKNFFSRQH
HTR5A ag: HTR5A agonism, opioid heterodimer counter-screen; P47898; activation, % at 9.3 µM; HTR5A agonist assay, luminescence, cell-based; 340,000 tested, 0.61% active; in the data active means activation mostly above about 9.5%, no sharp cut-off; inactive means mostly below about 7.6%;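 further: 0% = cells with vehicle only and 100% = reference agonist; strong numbers were not always called active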
MOR-DOR inv ag: inverse agonist of human OPRM1-OPRD1 heterodimerization; P35372+P41143; cell-based MOR-DOR heterodimer luminescence, inverse agonism; inhibition, % at 9.3 µM; 340,000 tested, 0.21% active; in the data active means inhibition above about 22%, passing the limit was not always enough;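 further: 0% = cells with DMSO and 100% = wells without cells with DMSO; values of inactives mirror those of a sister screen read the other way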
DAGLB inhibitor: diacylglycerol lipase beta (human) inhibition; HEK293T DAGLB membrane lysate, EnzChek fluorogenic substrate; inhibition, % at 5.17 µM; 340,000 tested, 0.059% active; in the data active means inhibition above about 34%;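 further: 0% = enzyme with vehicle and 100% = wells lacking enzyme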
Target sequence (Q8NCG7 whole entry, looked up): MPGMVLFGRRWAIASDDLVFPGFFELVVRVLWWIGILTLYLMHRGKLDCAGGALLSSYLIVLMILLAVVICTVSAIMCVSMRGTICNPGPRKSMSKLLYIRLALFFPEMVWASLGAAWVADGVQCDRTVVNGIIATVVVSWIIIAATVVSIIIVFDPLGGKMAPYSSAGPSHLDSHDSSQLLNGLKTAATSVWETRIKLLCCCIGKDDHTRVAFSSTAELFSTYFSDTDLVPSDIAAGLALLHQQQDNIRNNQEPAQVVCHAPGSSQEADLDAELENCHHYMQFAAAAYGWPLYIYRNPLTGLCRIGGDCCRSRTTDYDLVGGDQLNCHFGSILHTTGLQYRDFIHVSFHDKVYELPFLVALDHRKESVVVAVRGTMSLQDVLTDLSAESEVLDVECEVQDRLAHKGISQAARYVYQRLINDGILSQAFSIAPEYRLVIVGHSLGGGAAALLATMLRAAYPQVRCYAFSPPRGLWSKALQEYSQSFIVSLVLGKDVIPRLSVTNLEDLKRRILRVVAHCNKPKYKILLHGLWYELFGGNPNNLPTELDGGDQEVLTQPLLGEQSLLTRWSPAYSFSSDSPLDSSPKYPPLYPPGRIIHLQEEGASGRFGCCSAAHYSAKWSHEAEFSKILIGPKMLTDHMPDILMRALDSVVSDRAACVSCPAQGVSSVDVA
PKA-R1A activ: PKA-R1A complex activation | P00514+P68181 | PKA-R1A dissociation, Cy5-IP20 fluorescence polarization; scaled: DMSO 0%, 113 µM cGMP 100% | activation, % at 11.4 µM | 340,000 tested, 0.083% active | AID 504707;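 active means percent activation above the mean of all tested compounds plus 3 SD, cut at about 19% in these data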;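 further: higher means more PKAc released from R1A so a rise in polarization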
PKA-R2B activ: activators of human PKA-R2B complex; P22694+P31323; PKA-R2B holoenzyme dissociation, Cy5-IP20 fluorescence polarization; R2B truncated from residue 108, S112A mutant; 0% DMSO only, 100% 113 µM cGMP; activation, % at 11.4 µM; 340,000 tested, 0.079% active; AID 504700;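 active means activation above a cutoff set at the mean over all compounds plus 3 SD, cut at about 18% in these data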;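 further: higher means more holoenzyme dissociation and a rise in polarization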
Starred values were filed as active, the others as inactive; x = not tested or not shown.

Start of the data: the first 10 compounds, ahead of the listing:
SMILES	MOR-DOR ag	Pemphigus Ab inh	Arrestin-AP2 inh	V-ATPase pHluor	HTR5A inv ctr	HTR5A ag	MOR-DOR inv ag	DAGLB inhibitor	PKA-R1A activ	PKA-R2B activ
COc1cc(/C=N/NC(=O)C2COc3ccccc3O2)cc(OC)c1OC (configuration not stated)	-2.1	101.9	-22.2	-1.1	-13.8	4.0	10.9	-2.1	-18.9	-9.9
CCOC(=O)CSc1nc(NCc2ccco2)c2ccccc2n1	-2.1	107.6	-0.2	1.1	-3.0	0.1	11.2	0.2	-5.1	-11.0
Cc1cc(NS(=O)(=O)c2ccc(OCCNS(C)(=O)=O)cc2)no1	-0.7	101.1	5.5	-6.0	10.7	1.2	3.8	-0.9	-3.2	-2.4
CC1CC(C)CN(S(=O)(=O)c2ccc3c(c2)oc(=O)n3CC(=O)NCc2cccnc2)C1 (configuration not stated)	-2.5	95.0	-3.0	1.4	-28.3	-4.7	12.5	-3.1	0.9	-5.1
Cc1nc(CN2CCOCC2)cc(=O)[nH]1	1.0	x	13.4	1.1	-11.5	-1.4	-6.4	-1.7	3.2	-2.5
COCC(C)NC(=O)CCS(=O)(=O)c1nc(-c2ccc(OC)cc2)cc(C(F)(F)F)n1 (configuration not stated)	-1.6	100.5	30.0	0.9	14.5	-6.0	7.6	-0.9	-1.9	-7.4
CCN(CC)c1ccc(C(=O)Nc2cccc(F)c2)cc1	1.8	90.0	-2.4	-4.7	-13.6	4.8	-9.9	-0.7	-0.9	-6.5
CN1CCCC(OC(=O)CCCC(=O)OC2CCCN(C)C2)C1 (configuration not stated)	-1.4	99.9	1.8	-2.5	-28.3	10.1	7.8	-4.2	1.3	-3.4
Cn1cc(Br)cc2nc(C(F)(F)F)nc1-2	1.1	x	10.2	2.0	-10.4	4.2	-4.8	-2.5	-3.6	16.2
COC(=O)CNC(=O)Cn1c(=O)n(Cc2ccc(F)cc2)c(=O)c2sccc21	-0.5	97.9	9.9	-4.2	-41.6	11.3*	2.2	-0.4	4.5	-3.5

Results, from the first entry:
SMILES	MOR-DOR ag	Pemphigus Ab inh	Arrestin-AP2 inh	V-ATPase pHluor	HTR5A inv ctr	HTR5A ag	MOR-DOR inv ag	DAGLB inhibitor	PKA-R1A activ	PKA-R2B activ
COc1cc(/C=N/NC(=O)C2COc3ccccc3O2)cc(OC)c1OC (configuration not stated)	-2.1	101.9	-22.2	-1.1	-13.8	4.0	10.9	-2.1	-18.9	-9.9
CCOC(=O)CSc1nc(NCc2ccco2)c2ccccc2n1	-2.1	107.6	-0.2	1.1	-3.0	0.1	11.2	0.2	-5.1	-11.0
Cc1cc(NS(=O)(=O)c2ccc(OCCNS(C)(=O)=O)cc2)no1	-0.7	101.1	5.5	-6.0	10.7	1.2	3.8	-0.9	-3.2	-2.4
CC1CC(C)CN(S(=O)(=O)c2ccc3c(c2)oc(=O)n3CC(=O)NCc2cccnc2)C1 (configuration not stated)	-2.5	95.0	-3.0	1.4	-28.3	-4.7	12.5	-3.1	0.9	-5.1
Cc1nc(CN2CCOCC2)cc(=O)[nH]1	1.0	x	13.4	1.1	-11.5	-1.4	-6.4	-1.7	3.2	-2.5
COCC(C)NC(=O)CCS(=O)(=O)c1nc(-c2ccc(OC)cc2)cc(C(F)(F)F)n1 (configuration not stated)	-1.6	100.5	30.0	0.9	14.5	-6.0	7.6	-0.9	-1.9	-7.4
CCN(CC)c1ccc(C(=O)Nc2cccc(F)c2)cc1	1.8	90.0	-2.4	-4.7	-13.6	4.8	-9.9	-0.7	-0.9	-6.5
CN1CCCC(OC(=O)CCCC(=O)OC2CCCN(C)C2)C1 (configuration not stated)	-1.4	99.9	1.8	-2.5	-28.3	10.1	7.8	-4.2	1.3	-3.4
Cn1cc(Br)cc2nc(C(F)(F)F)nc1-2	1.1	x	10.2	2.0	-10.4	4.2	-4.8	-2.5	-3.6	16.2
COC(=O)CNC(=O)Cn1c(=O)n(Cc2ccc(F)cc2)c(=O)c2sccc21	-0.5	97.9	9.9	-4.2	-41.6	11.3*	2.2	-0.4	4.5	-3.5
Cc1ccc(S(=O)(=O)N(C)C)cc1NC(=O)C(C)OC(=O)/C=C/c1cccs1 (configuration not stated)	-2.2	91.4	-16.7	1.1	-2.2	-0.3	11.5	-0.2	-0.7	-7.6
OCCN1CCN(c2ncnc3sc4c(c23)CCCC4)CC1	-1.8	87.6	18.2	-0.8	4.2	-1.1	8.3	-4.2	-9.6	1.8
C=CCn1cnc2sc(C(=O)Nc3ccccc3OC)c(C)c2c1=O	-1.4	94.7	6.7	-0.7	-23.6	8.6	10.3	-2.1	-3.8	-10.4
CCCCNC(=O)NS(=O)(=O)c1cnccc1Sc1ccc(Cl)cc1	-1.9	x	-9.3	-2.4	5.1	8.9	7.8	-0.9	9.5	-3.2
CCC(C)NC(=O)CC(NS(=O)(=O)c1ccc(C)cc1)c1ccc(OC)cc1 (configuration not stated)	-2.4	110.0	6.1	1.9	-5.6	2.2	12.6	0.8	-14.6	0.7
C=CCN1CCN(Cc2cnc(Cl)s2)CC1	-0.6	x	3.9	-6.5	-18.4	6.0	2.9	-0.4	-2.0	-12.7
COc1ccc(C(=O)N2CC(=O)Nc3ccc(C)cc3C2c2ccccc2)cc1 (configuration not stated)	-4.4	91.1	30.4	-0.9	-3.8	1.0	24.4	-0.2	1.5	4.6
CCOc1ccc(NC(=O)c2cccc(-n3cccc3)c2)cc1S(=O)(=O)N1CCOCC1	0.6	72.9	-7.2	6.3	-11.2	3.1	-3.2	1.9	-5.5	4.6
C=CCN1C(=NC(=O)COc2ccccc2)SC2CS(=O)(=O)CC21 (configuration not stated)	-3.2	95.8	-11.3	-1.8	-5.6	5.6	16.4	-0.1	-5.9	2.3
CC1(C)CC(=O)C=C(NCCN2CCN(C(=S)Nc3ccccc3)CC2)C1	-2.3	97.6	13.6	-2.2	-2.3	-0.1	11.8	-1.9	-1.7	6.3
CC(=O)N1N=C(c2ccc(Br)cc2)OC12CCCC2	-1.9	116.6	1.5	-8.5	-5.3	-1.1	9.9	-3.4	-12.4	-6.3
N#Cc1ccccc1OCC(=O)OCC(=O)c1ccc[nH]1	-4.2	x	14.9	9.7	-16.7	6.0	17.5	-2.2	9.6	2.5
O=[N+]([O-])c1ccc(N2CCCC2)c([N+](=O)[O-])c1	x	99.6	x	1.9	x	x	x	2.0	-0.2	5.0
c1ccc(CCNCc2ccco2)nc1	-3.4	95.7	28.4	-4.2	7.8	-2.0	16.8	-2.4	10.3	1.0
CC(C)(C)OC(=O)N1CCC(C(=O)O)CC1	-0.2	101.4	26.6	5.9	8.4	1.2	1.1	-0.5	-3.2	-0.5

(list continues)
SMILES	MOR-DOR ag	Pemphigus Ab inh	Arrestin-AP2 inh	V-ATPase pHluor	HTR5A inv ctr	HTR5A ag	MOR-DOR inv ag	DAGLB inhibitor	PKA-R1A activ	PKA-R2B activ
COc1ccc(OC)c(Nc2c3ccccc3nc3ccccc23)c1	-4.9	247.1	13.5	8.6	6.0	-1.7	22.4	9.6	0.7	9.6
O=c1c2ccccc2nnn1COc1ccc(Cl)cc1Br	0.0	82.1	16.1	5.6	-9.1	3.3	-0.2	-0.6	0.5	-4.1
COc1ccc(N(C)S(=O)(=O)c2cccc(C(=O)Nc3nc4ccccc4[nH]3)c2)cc1	0.3	105.2	-4.5	-2.2	-1.2	0.4	-1.8	-1.5	-1.1	-4.9
CC(=O)Nc1ccc(S(=O)(=O)Nc2nc3nc(-c4ccccc4)cc(-c4ccccc4)n3n2)cc1	-3.3	x	-16.6	0.0	-3.5	1.0	15.4	3.5	0.5	-3.2
Cc1c(Cl)cccc1NC(=O)CSc1nc2ncc(Cl)cc2[nH]1	-1.3	107.0	23.2	-1.0	-12.7	3.1	7.0	-0.5	-0.2	2.7
COc1ccccc1OCC(=O)N1CCCCCCC1	0.1	110.7	35.7	-2.0	2.5	-0.8	-0.3	-0.8	-8.1	-3.6
COCCn1c(CCC(=O)O)nc2c1c(=O)[nH]c(=O)n2CC(C)C	-2.0	x	-15.9	7.7	-23.0	-1.8	12.7	1.0	10.9	4.5
CCc1nnc(N2C(=O)c3ccc(Oc4ccc([N+](=O)[O-])cc4)cc3C2=O)s1	-0.3	97.8	-15.2	3.1	-10.5	-1.3	1.7	3.6	3.3	-14.8
O=C(Nc1ccc(Oc2ccccc2)nc1)C1CCCCN1Cc1cccc(OCCO)c1 (configuration not stated)	4.3	113.9	44.4	1.7	-4.8	-4.6	-22.4	-2.3	1.5	-6.5
O=C(Cc1cccs1)N/N=C/c1ccccn1	-2.1	110.3	-24.1	1.5	-12.7	-4.0	11.0	2.7	-11.8	-1.8
Nc1ccncc1N	-0.5	99.8	-6.3	-1.0	-3.0	2.2	2.7	-0.2	0.7	7.9
CC(=O)c1cccc(S(=O)(=O)N2CCn3cccc3C2C)c1 (configuration not stated)	-1.6	104.8	6.8	2.9	-3.7	-1.8	6.2	1.4	6.4	0.6
CC(C)c1nc(CNC(=O)C2CCC(=O)N(CCc3cccc(F)c3)C2)cs1 (configuration not stated)	-2.9	106.2	22.6	0.7	1.6	-0.7	14.9	-0.3	5.3	-1.2
O=C(O)/C=C/c1ccccc1Oc1ccccc1	0.0	x	-2.8	-0.8	10.9	-4.2	0.1	-3.6	-10.8	-4.6
COc1ccc(C)cc1NC(=O)CCNC(=O)Cn1ccc2ccccc2c1=O	0.3	107.5	3.4	x	1.8	4.8	-1.7	2.4	11.6	2.1
CC(=O)N(/N=C1\Sc2ccccc2C1=O)c1ccc(C)cc1C	-5.4	98.3	21.5	-1.3	17.6	-6.8	27.0	-1.9	8.3	-9.9
CCc1n[nH]c(=S)n1N=C1CCC(C)CC1 (configuration not stated)	2.3	84.4	1.4	-0.8	-1.4	0.5	-15.1	-0.3	-2.5	7.8
CCn1c(SCC(=O)N2CC(C)OC(C)C2)nc2c([nH]c3ccccc32)c1=O (configuration not stated)	-0.1	100.8	24.8	-3.2	16.5	-2.5	0.5	1.1	-4.1	-2.3
O=C(c1cc(C2CC2)on1)N1CCCC(N2CCN(c3ccc(F)cc3)CC2)C1 (configuration not stated)	-0.1	99.0	8.0	-1.8	-9.0	2.2	0.4	1.1	-2.8	-8.9
Cc1cc(C)cc(N2CC(c3nc4ccccc4n3C)CC2=O)c1 (configuration not stated)	-0.3	94.1	-13.0	-2.8	0.4	-0.1	1.8	-2.8	2.7	-0.9
O=C(Cc1ccc(-n2cnnn2)cc1)NC12CC3CC(CC(C3)C1)C2	-2.0	105.8	3.0	-1.0	6.7	-6.6	11.6	0.5	13.3	2.9
